HT1080-NT tox: qHTS for induction of synthetic lethality in tumor cells producing 2HG: qHTS for the HT-1080-NT fibrosarcoma cell line. Potency, µM (top dose mostly 46.1 µM), inactives show at the highest dose activity, negative = less viability, usual class: cytotoxic. HT-1080-NT fibrosarcoma viability, CellTiter-Glo ATP luminescence, 48 h. AID 686970, 2013. hit rate 1.6% among 360,000;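 note: NT is the 2HG producing partner of a matched IDH1 knockdown line; potency is the fitted concentration of half-maximal effect; 0% = DMSO-treated cells and -100% = media-only wells without cells; nearly all actives have a fitted effect of over 55% in size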
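Toxicity toward the 2HG-producing NT line was scored as %Activity, normalised to DMSO and no-cell wells, from CellTiter-Glo luminescence after 48 hours' treatment.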
KB-V1 cytotox: qHTS assay for MDR1-selective chemotherapeutics: Primary screen using the drug-selected MDR subline cells KB-V1; KB-V1 MDR cells viability, CellTiter-Glo, 72 h; AID 1347076, 2019; hit rate 3.4% among 400,000; Potency, µM (titrated, usually from 46.1 µM), for the others: at the top dose activity change, negative = cytotoxicity, usual class: cytotoxic; note: potency is the fitted concentration of half-maximal effect; % is set by controls: 0 for no effect and ±100 for the full control effect; nearly all actives have a fitted effect of over 60% in size
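KB-V1, DMEM (no phenol red) + 10% FBS; cpd pin-transferred, titration series; 72 h, 37 degrees C; CellTiter-Glo, luminescence. Data normalized, curve-fit.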
D3 ag: qHTS of D3 Dopamine Receptor Agonist: qHTS. D3R DiscoveRx beta-arrestin cells, luminescence, 90 min. max activation, %. hit rate 0.58% among 410,000; in the data active = max activation above about 30%; note: 0% is about no effect; mostly tested at two doses, the higher about 12 µM
Target sequence (P35462 whole entry, looked up): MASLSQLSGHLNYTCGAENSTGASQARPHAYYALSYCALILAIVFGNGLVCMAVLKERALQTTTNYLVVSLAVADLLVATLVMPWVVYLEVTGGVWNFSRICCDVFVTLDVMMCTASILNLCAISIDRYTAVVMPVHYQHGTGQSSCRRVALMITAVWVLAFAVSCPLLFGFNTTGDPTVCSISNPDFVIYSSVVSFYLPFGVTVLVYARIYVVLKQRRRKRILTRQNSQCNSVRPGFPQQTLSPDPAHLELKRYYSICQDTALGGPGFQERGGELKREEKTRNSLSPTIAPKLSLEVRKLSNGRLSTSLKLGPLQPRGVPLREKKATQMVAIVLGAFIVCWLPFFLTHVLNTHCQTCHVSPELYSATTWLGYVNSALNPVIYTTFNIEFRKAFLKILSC
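Agonist-mode cell screen: cells plated at 1500/well and incubated overnight at 37 °C, then exposed to library compounds for 90 min at 37 °C. Detection reagent was added for 30–60 min at room temperature, and luminescence was read.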
SW480 rerep: A quantitative high throughput screen for small molecules that induce DNA re-replication in SW480 colon adenocarcinoma cells; SW480 DNA re-replication, Hoechst DNA content imaging, 48 h; Potency, µM (top dose mostly 46.1 µM), for inactives: top-dose re-replication activation, hits mostly activators; hit rate 1.8% among 340,000; note: potency is the fitted concentration of half-maximal effect; % of control where 0% means no effect; nearly all actives have a fitted effect of over 55% in size
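SW480 cells exposed to compounds for 48 hr at 37 C, 5% CO2, then Hoechst-stained 40 min. Nuclear DNA content imaged by fluorescence scanning (405 nm excitation, 500-530 nm emission); re-replication scored as increased high-intensity nuclei.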
KB-3-1 cytotox: qHTS assay for MDR1-selective chemotherapeutics: Primary screen using the parental adenocarcinoma cell KB-3-1; AID 1347075, 2019; Potency, µM (doses to about 46.1 µM), for inactives: at the top dose activity change, negative = cytotoxic, most hits filed as cytotoxic; KB-3-1 viability, CellTiter-Glo ATP luminescence, 72 h; hit rate 1.4% among 400,000; note: potency is the fitted concentration of half-maximal effect; % is set by controls: 0 for no effect and ±100 for the full control effect; nearly all actives have a fitted effect of over 60% in size
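KB-3-1 cells, DMEM (no phenol red) + 10% FBS; compound by pin transfer, 72 h, 37 °C. Readout: CellTiter-Glo luminescence after 10 min. Data normalized, curve-fitted.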
HT1080 IDH1KD tx: qHTS for induction of synthetic lethality in tumor cells producing 2HG: qHTS for the HT-1080-IDH1KD cell line; HT-1080 IDH1 knockdown viability, ATP luminescence, 48 h; Potency, µM (doses to about 46.1 µM), inactives show top-dose activity, negative = toxicity, most hits filed as cytotoxic; hit rate 2% among 360,000;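 note: potency is the fitted concentration of half-maximal effect; 0% = DMSO wells and -100% = cell-free medium wells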
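HT-1080-IDH1KD cells (IDH1 knocked down), 750/well in RPMI with 5% FBS, treated with compound 48 h at 37 degrees C. Viability by CellTiter-Glo luminescence, normalised to DMSO and no-cell wells; concentration-response curves classed.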
MCF10A rerep: A quantitative high throughput screen for small molecules that induce DNA re-replication in MCF 10a normal breast cells; hit rate 2.9% among 350,000; AID 624296, 2012; MCF 10A DNA re-replication, Hoechst nuclear intensity, 48 h; Potency, µM (doses to about 46.1 µM), without a hit: at the top dose activity, positive = re-replication, hits mostly activators; note: potency is the fitted concentration of half-maximal effect; % of control where 0% means no effect; nearly all actives have a fitted effect of over 50% in size
IL1B secr inh: qHTS for Inhibitors of Inflammasome Signaling: IL-1-beta AlphaLISA Primary Screen. hit rate 4.7% among 360,000. activity change, % at 57.5 µM. AID 743279, 2014. THP-1 LPS/ATP IL-1B secretion, AlphaLISA, 16 h; stronger effect = lower value; in the data active = activity change below about -50%; inconclusive = mostly about -30% to -49%; note: % is set by controls: 0 for no effect and ±100 for the full control effect
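THP-1 cells pretreated 1 hr with compounds (up to 57.5 uM final), then stimulated with LPS (250 ng/mL final) plus ATP (1.25 mM final); secreted IL-1B measured by AlphaLISA after 16 hr, decreased signal indicating inhibition.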
GLP1R cytotox: qHTS of GLP-1 Receptor Inverse Agonists: Cytotox Screen | HEK293 cAMP-luciferase reporter cells, luminescence, 24 h | Potency, µM (highest dose often 38.3 µM), without a hit: top-dose activity change, negative = inhibition, actives largely listed as inhibitors | hit rate 0.13% among 410,000;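 note: loss of luciferase light is scored as toxicity; potency is the fitted concentration of half-maximal effect; % is set by controls: 0 for no effect and ±100 for the full control effect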
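Quantitative HTS format, 1536 wells, 200 cells/uL seeded. Compounds: 23 nL, 24 h, 37 °C. Detection: luciferase reagent, luminescence at 12 min RT; decreased signal taken as cytotoxic.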
An asterisk follows results filed as active; ? = inconclusive; nt = not tested or not shown; [ ] = dose if it differs, or a comment. Unless noted, calls come from the whole dose curve; as a rule, active = well fitted curve in the direction sought with a large enough effect; inconclusive = small, poorly fitted or top-dose-only effect, or another doubt; inactive = no such curve, though single readings can be large; an effect the other way counts as inactive or inconclusive. Hits appear at their usual frequency; 11% or so of the library scored in one or more.

SMILES | HT1080-NT tox | KB-V1 cytotox | D3 ag | SW480 rerep | KB-3-1 cytotox | HT1080 IDH1KD tx | MCF10A rerep | IL1B secr inh | GLP1R cytotox
COc1ccc2oc(-c3ccccc3)c(C(N)=O)c2c1 | 9% | 1% | -8 | -1% | 2% | 4% | 0% | ? | -21%
CCOC(=O)[C@H]1[C@H]2COc3ccc(C)cc3[C@@H]2N2C(=O)CN(Cc3ccc(C)cc3)C(=O)[C@@]12C | -11% | 9% | -5 | -4% | 1% | -6% | ? | -2 | 6%
COc1cc(C(=O)NCc2nnc(SCC(=O)Nc3cc(C)cc(C)c3)o2)cc(OC)c1OC | 0% | ? | -3 | -7% | 11% | 6% | 2% | -2 | -14%
CC(=O)CCn1cc([N+](=O)[O-])nc1C | 10% | -8% | -8 | -6% | 2% | 10% | 1% | 18 | 3%
Cc1ccc([C@H]2C[C@@H](n3cc(COC(=O)c4ccccc4)nn3)[C@H](O)CN2CC2CCCCC2)cc1 | 1% | ? | -2 | nt | 17% | 1% | nt | 14 | 4%
CCCS(=O)(=O)NC(=O)C1(C)CCCN(C(=O)c2ccco2)C1 (configuration not stated) | 18% | 4% | 6 | nt | 0% | 24% | nt | -2 | 1%
CCCCNC(=O)CSc1nc(O)c(Cc2ccc(OC)cc2)c(=O)[nH]1 | -6% | 20% | -9 | -20% | 0% | -1% | 5% | 4 | 0%
CCOc1ccc(N(CC)C(=O)CCS(=O)(=O)c2cccc3nonc23)cc1 | 0% | -4% | -3 | -13% | -17% | 0% | 1% | -3 | -19%
CC(C)CC(C(=O)NCc1ccc(F)cc1)N1Cc2ccccc2C1=O (configuration not stated) | nt | -5% | -7 | nt | 21% | nt | nt | nt | 5%
O=C(Nc1ccncc1)c1cc(S(=O)(=O)N2CCCC2)ccc1Cl | -2% | -8% | -2 | -2% | ? | -12% | -2% | 61 | 8%
O=C1OCC=C1NNC(=O)c1cccnc1 | -3% | 15% | 1 | -10% | 1% | -2% | -3% | -1 | 7%
Cc1ccc(S(=O)(=O)n2ccc3cccnc32)cc1 | -3% | 1% | 9 | -16% | 4% | 2% | 6% | ? | 6%
CNC(=O)C1CCC(Cn2c(=O)c3sccc3n(CC(=O)Nc3cc(C)cc(C)c3)c2=O)CC1 (configuration not stated) | nt | ? | -3 | nt | -1% | nt | nt | nt | -7%
O=C1CNC(=O)N1CC(=O)N1CCCc2ccccc21 | 0% | 1% | 1 | -2% | -9% | -1% | 0% | -8 | 0%
CC(C)(C)NC(=O)C(c1c[nH]c2ccccc12)N(C(=O)Cn1nnc(-c2ccc(Cl)cc2)n1)c1ccccc1F (configuration not stated) | -9% | -15% | 1 | nt | 0% | -10% | 4% | 0 | -19%
COc1cccc(CNC(=S)Nc2ccc3c(c2)c(=O)n(C)n3Cc2ccccc2)c1 | 25% | -1% | -4 | nt | 0% | 0% | nt | -11 | -1%
COc1ccc(CN2CCN(c3ccccn3)CC2)cc1OCc1ccccc1 | 0% | 9.2µM* | -20 | 6% | -15% | ? | ? | -20 | 9%
Cn1ncc(C#N)c1NC(=O)c1nn2cccnc2c1Cl | 0% | 3% | 3 | -5%[9.22 µM] | 3% | 1% | -2% | 3 | 10%
COc1cccc(C(=O)Nc2cccc(C(=O)NCC(C)C)c2)c1 | -4% | 18µM* | 0 | -4% | -3% | 0% | -7% | 0 | 7%
O=C(OCC(=O)N1CCCC1=O)c1cc(S(=O)(=O)N2CCOCC2)ccc1F | 7% | 22% | 18 | 2% | 9% | 2% | -2% | -7 | -5%
CN(C)CCCN(C(=O)c1ccc(S(=O)(=O)N(C)C)cc1)c1nc2ccc(F)cc2s1 | -15% | 26% | -1 | -58%[inhibitor] | 2% | 4% | 0% | -1 | 11%
CN(Cc1ccccc1)C(=O)c1nc(-c2ccc(Cl)cc2)n2c1CCCCC2 | nt | -24% | -2 | nt | 17% | nt | nt | nt | -1%
COc1ccccc1OCC(=O)Nc1ccc(S(=O)(=O)NC(C)=O)cc1 | 0% | -3% | -19 | 25% | 9% | -1% | 2% | 27 | 2%
COc1ccccc1CN1CC(C(=O)N2CCC(OC)CC2)CCC1=O (configuration not stated) | 1% | nt | 2 | 3% | nt | 0% | -5% | 6 | -2%
COc1cccc(N2C(=NC(=O)c3ccccc3)SC3CS(=O)(=O)CC32)c1 (configuration not stated) | 20% | -23% | -1 | -4% | 8% | 10% | -2% | 0 | 11%
CC1CCC/C(=N\NC(=O)Nc2ccccc2)C1 (configuration not stated) | 14% | 15% | 10 | -4% | 15% | 19% | 0% | 5 | 3%
O=C(NCC1CCCO1)c1cccnc1NCc1ccc(F)cc1 (configuration not stated) | -2% | -22% | 5 | -2% | 1% | -4% | -2% | 14 | 8%
Cc1ccc(C)c(N2CCN(C(=O)c3cc4c(=O)n(Cc5ccccc5)ccc4nc3C)CC2)c1 | nt | 1% | 4 | nt | 0% | nt | nt | nt | -4%
O=C(C1=C(O)C(=O)N(Cc2ccccc2)C1c1ccncc1)c1ccco1 (configuration not stated) | 13% | 10% | 4 | 0% | 0% | 8% | 3% | 15 | -3%
CC(C)(C)NC(=O)COC(=O)c1ccccc1OCC(=O)Nc1ccc(Br)cc1 | -26% | -22% | 0 | 0% | -24% | -23% | 4% | 3 | 15%

4 entries from above in a different format.
Results follow in this order: HT1080-NT tox, KB-V1 cytotox, D3 ag, SW480 rerep, KB-3-1 cytotox, HT1080 IDH1KD tx, MCF10A rerep, IL1B secr inh, GLP1R cytotox
- COc1cccc(CNC(=S)Nc2ccc3c(c2)c(=O)n(C)n3Cc2ccccc2)c1
    25%, -1%, -4, nt, 0%, 0%, nt, -11, -1%
- COc1ccc(CN2CCN(c3ccccn3)CC2)cc1OCc1ccccc1
    0%, 9.2µM*, -20, 6%, -15%, ?, ?, -20, 9%
- Cn1ncc(C#N)c1NC(=O)c1nn2cccnc2c1Cl
    0%, 3%, 3, -5%[9.22 µM], 3%, 1%, -2%, 3, 10%
- COc1cccc(C(=O)Nc2cccc(C(=O)NCC(C)C)c2)c1
    -4%, 18µM*, 0, -4%, -3%, 0%, -7%, 0, 7%

Continued:
SMILES | HT1080-NT tox | KB-V1 cytotox | D3 ag | SW480 rerep | KB-3-1 cytotox | HT1080 IDH1KD tx | MCF10A rerep | IL1B secr inh | GLP1R cytotox
COc1cccc(NC(=O)CN(C)C(=O)c2cccnc2Nc2cccc(C(F)(F)F)c2)c1 | ? | ? | 23 | ? | ? | 16µM* | 21µM* | -78* | ?
CCC(=O)OC1(C#CCOc2ccc(OC)cc2)CCN(C)CC1 | -4% | -17% | -9 | 4% | 5% | -16% | -1% | 5 | -24%
C#CCOC(=O)Nc1cnccc1C(F)(F)F | 3% | 9% | 7 | -8% | 1% | 6% | -3% | 7 | -2%
COc1ccc(CN2CCC(CO)(CCOc3ccccc3)CC2)c(OC)c1C | ? | -23% | -6 | -4% | -9% | ? | 13% | -104* | -7%
CC(=O)N1CCC2(CC1)C/C(=N\NC(=S)Nc1ccccc1F)c1cc(O)ccc1O2 | ? | -15% | -7 | ? | ? | ? | ? | -76* | ?
CC1=C(C(=O)N(C(C)C)C(C)C)CC(CC(=O)NCc2cccs2)C(=O)N1Cc1ccc(C(C)(C)C)cc1 (configuration not stated) | ? | ? | -7 | nt | ? | ? | nt | -59* | -12%
CCN(c1cccc(C)c1)c1ncnc2nc[nH]c12 | 2% | 9% | -4 | -10% | 0% | 7% | 3% | -4 | 3%
CCSc1nc(O)c(C2OC(=O)c3c2ccc(OC)c3OC)c(=O)n1CC (configuration not stated) | 12% | 7% | -7 | 3% | -3% | -6% | 2% | -5 | -14%
c1coc(CSCc2cn3cccnc3n2)c1 | 14% | 8% | 4 | -14% | 20% | 9% | -1% | -5 | 7%
C/C(=N\NC(=O)CSCc1ccc([N+](=O)[O-])cc1)c1cccc(Br)c1 | -12% | -1% | 1 | -1% | 4% | -7% | -9% | -8 | 0%
COc1ccccc1-c1ccc([C@@H]2C[C@H]3[C@H](CON3C)CN2C(=O)c2ccco2)cc1 | 5% | 24% | 6 | nt | 18% | 2% | nt | 18 | -12%
CC(=O)Nc1ccc(S(=O)(=O)N2CCC(n3c(C(F)(F)F)nc4cccnc43)CC2)cc1 | nt | 19% | 5 | nt | -8% | nt | nt | nt | 7%
COc1ccc(CN(CC(=O)NCc2ccccc2)C(=O)CCC(=O)Nc2cc(C)ccn2)cc1 | 9% | -3% | 2 | -23% | 4% | 0% | -3% | 24 | 5%
CCn1cc(C(=O)Nc2ncccc2O)c(=O)c2cc(F)c(N3CCN(C(=O)c4ccco4)CC3)cc21 | 5% | 6% | 9 | -8% | 14% | 7% | -2% | -1 | -8%
Cc1ccc(NC(=O)C(=O)NCC(c2cccnc2)N2CCOCC2)cc1Cl (configuration not stated) | nt | -3% | 1 | nt | 0% | nt | nt | nt | -2%
CCS(=O)(=O)N1CCCC(C(=O)NC2CCCCC2C)C1 (configuration not stated) | 5% | 20% | 1 | -7% | 0% | 4% | -18% | 14 | 3%
COc1ccc(CN(C(=O)c2cc(=O)c3cc(C)cc(C)c3o2)C2CCS(=O)(=O)C2)cc1 (configuration not stated) | 0% | ? | -5 | 12% | -1% | -1% | 4% | 48 | 3%
O=C(O)Cc1c(C(=O)O)nnn1-c1ccc(Cl)cc1Cl | 8% | 26% | -1 | 6% | 9% | 10% | -4% | 25 | 6%
O=C(Nn1c(C2CCC2)nc2ccccc2c1=O)c1cccs1 | 6% | 14% | -13 | 7% | 5% | -2% | -14% | 1 | -5%

Bioassay records (PubChem BioAssay)
